# From PubChem BioAssay
# ERp5 inh = ERp5 (human) disulfide isomerase inhibition | Q15084 | ERp5 insulin aggregation, absorbance 650 nm, 90 min | inhibition, % at 9.99 µM | 0.05% of 350,000 active;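 active = mean replicate inhibition above about 25%, with every replicate also reaching it, limit read from the data, passing the limit was not always enough; inconclusive = only one of those two criteria met; inactive = neither criterion met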
# Target sequence (Q15084 whole entry, looked up): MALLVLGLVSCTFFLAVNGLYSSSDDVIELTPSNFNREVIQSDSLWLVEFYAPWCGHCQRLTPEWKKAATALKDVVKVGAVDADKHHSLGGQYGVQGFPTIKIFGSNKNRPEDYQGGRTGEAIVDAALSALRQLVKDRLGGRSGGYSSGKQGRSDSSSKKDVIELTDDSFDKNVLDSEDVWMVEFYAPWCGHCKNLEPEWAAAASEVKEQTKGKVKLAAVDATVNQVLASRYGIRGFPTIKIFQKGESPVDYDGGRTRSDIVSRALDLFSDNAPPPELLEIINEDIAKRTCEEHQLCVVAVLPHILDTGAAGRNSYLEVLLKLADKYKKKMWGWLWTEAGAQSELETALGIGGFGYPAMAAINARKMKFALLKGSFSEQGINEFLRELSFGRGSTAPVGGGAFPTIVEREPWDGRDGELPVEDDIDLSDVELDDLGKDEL
# Cneo AK release = Cryptococcus neoformans lysis via adenylate kinase release; C. neoformans lysis, adenylate kinase release luminescence, 4 h; normalised: neutral wells 0, clomiphene wells 100; lysis activity, % at 15 µM; 0.2% of 360,000 active;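 active = mean lysis activity across replicates of at least 80%, whatever share of replicates individually reach that level; inactive = mean lysis activity below 80%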
#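 Schedule: static 4 h at 37 °C with compound, 1 h detection; system: C. neoformans cells; benchmarks: Clomiphene as positive control; buffer or medium: fresh YPD medium; measure: luminescence rise reflecting yeast cell lysis; measured by: luminescent adenylate kinase detection reagent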
# ARNT-TACC3 inh = ARNT/TACC3 interaction disruption. Q9Y6A5. AlphaScreen His-ARNT PAS-B/GST-TACC3 binding, luminescence; TACC3 fragment carries E629A point mutation. inhibition, % at 9.99 µM. 0.66% of 390,000 active. AID 623870;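 active = mean inhibition of replicates at least 50% and at least half of replicates each reaching 50%; inconclusive = half or more replicates reach 50% but mean below 50%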;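 note: 0% = complete ARNT plus TACC3 wells and 100% = ARNT alone without TACC3; many hits fall short of the cut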
# esBAF inh = SWI/SNF esBAF complex inhibition; 2% of 350,000 active; reporter increase, % at 12.5 µM; AID 602393; mouse ES cells, Bmi1-luciferase knock-in reporter, 24 h; 100% = twice the neutral-well signal; in the data active = activation above about 40%; inconclusive = no clear call, values can overlap the other calls;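 note: 0% = median of the plate's neutral control wells and 100% = double that signal; a rise in the Bmi1 reporter signal indicates esBAF inhibition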
# SIRT5 inh = blocks human SIRT5 desuccinylation of peptide | 1.1% of 330,000 active | Purified SirT5, succinyl-peptide AMC, trypsin-coupled fluorescence | Q9NXA8 | inhibition, % at 15 µM; in the data active = inhibition above about 15%; inconclusive = no clear call, values can overlap the other calls
# Target sequence (Q9NXA8 whole entry, looked up): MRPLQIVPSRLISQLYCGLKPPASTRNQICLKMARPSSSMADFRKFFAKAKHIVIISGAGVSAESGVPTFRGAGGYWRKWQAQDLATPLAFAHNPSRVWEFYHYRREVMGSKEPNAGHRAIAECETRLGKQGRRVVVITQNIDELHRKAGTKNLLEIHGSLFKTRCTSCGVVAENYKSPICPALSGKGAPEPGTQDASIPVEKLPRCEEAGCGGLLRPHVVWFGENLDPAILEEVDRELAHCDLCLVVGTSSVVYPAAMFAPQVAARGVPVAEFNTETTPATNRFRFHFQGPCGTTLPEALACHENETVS
# Statin myotox sup = protects C2C12 myotubes from simvastatin toxicity; ATP luminescence, 48 h; scaled: DMSO 0, geranylgeraniol control 100; rescue of ATP level, % at 7.49 µM; 0.78% of 330,000 active;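 active = mean ATP rescue above about 67%, or every replicate alone reaching that limit, limit read from the data, passing the limit was not always enough; inconclusive = no clear call, values can overlap the other calls; inactive = mean under the limit and some replicate under it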;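 note: myotubes were challenged with 10 µM simvastatin during compound exposure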
# miR-122 sensor = inhibitors of miR-122 in Huh7 cells. Huh7 miR-122 Renilla luciferase sensor, 48 h; neutral wells = 0, positive control = 100. activation (reporter increase), % at 12.5 µM. 0.3% of 340,000 active;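 active = mean replicate activation score at least 90 and every replicate individually at or above 90; inconclusive = only one of the two criteria met; inactive = neither criterion met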;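 note: higher luciferase means less miR-122 activity so hits act as miR-122 inhibitors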
# The depositor's hits bear a star; ? = inconclusive; nt = not tested or not shown; [ ] = remark or other dose. An unsorted share of the library; 4% or so of the library scored in one or more.
# Values in the order – miR-122 sensor, esBAF inh, ERp5 inh, Statin myotox sup, SIRT5 inh, ARNT-TACC3 inh, Cneo AK release
- C[C@@H]1CCCCO[C@@H](CN(C)Cc2ccc(Cl)c(Cl)c2)[C@@H](C)CN([C@H](C)CO)C(=O)c2cc(NC(=O)c3ccccc3)ccc2O1
→ 4[16.7 µM], 3, 0, nt, 4, -4, 1
- COc1cccc(CN(C)CC(=O)Nc2c(C)cccc2C(C)C)c1
→ nt, nt, -1, nt, 7, -1, nt
- CCOc1ccc(CNC(=O)C2CCCN(S(C)(=O)=O)C2)cc1OC (configuration not stated)
→ -3, -6, nt, 24, nt, -7, 0
- CO[C@@H](CN(C)Cc1cc(F)ccc1F)[C@H](C)CN(C(=O)Nc1ccc(C(F)(F)F)cc1)[C@H](C)CO
→ nt, -1, -4, -14, 1, 4, -1
- CN(CC(=O)NCCc1ccc(F)cc1)Cc1ccc(Br)cc1
→ -3, -6, 2, 10, nt, -4, 0
- O=Cc1cn(CC(O)CN2CCCCC2)c2ccccc12 (configuration not stated)
→ nt, nt, 2, nt, 0, 4, nt
- Nc1nc2c(nnn2C2CC(O)C(CO)O2)c(=O)[nH]1 (configuration not stated)
→ -3, 17, 0, 3, nt, nt, -2
- COc1ccc(F)cc1S(=O)(=O)NCc1cc(=O)n(C)c(=O)n1C
→ 6, -2, -2, 2, 0, -9, -5
- Cc1ccc(C)c(NS(=O)(=O)c2ccc3c(c2)NC(=O)CO3)c1
→ 35, -1, -5, 35, -2, 0, 0
- NC(=O)NOCc1ccccc1
→ nt, nt, -4, nt, -7, 5, nt
- COCc1c(C(=O)OCC(=O)N2c3ccccc3NC(=O)C2(C)C)oc2ccccc12
→ -1, 1, nt, 1, nt, -1, 1
- Cc1cc(NC(=O)CSCC(=O)Nc2ccc(Cl)c(C(F)(F)F)c2)no1
→ nt, -3, 0, -2, -3, 30, 3
- Cc1ccc(S(=O)(=O)Nc2ccc3c(c2)C(=O)N(C)[C@H]2CC[C@H](CC(=O)O)O[C@@H]2CO3)cc1
→ 11[16.7 µM], -5, 5, -1, 1, 5, -4
- CC1=C(C(=O)OCC(C)C)C23C(=O)c4ccccc4C2(O1)OC(N)=C3C#N (configuration not stated)
→ 1, 5, 7, -1, -2, 1, -2
- CC(OC(=O)CCSc1ccccc1)C(=O)Nc1ccc(S(N)(=O)=O)cc1 (configuration not stated)
→ nt, nt, -1, -8, -1, -5, 2
- Cc1noc(C)c1S(=O)(=O)Nc1ccc2c(c1)C(=O)N([C@H](C)CO)C[C@H](C)[C@@H](CN(C)CC1CCCCC1)OCCCC[C@@H](C)O2
→ 2[16.7 µM], 4, 2, 11, -6, -1, -3
- Cc1cc(C)cc(N(C(=O)c2ccc3c(c2)OCO3)C2C=CS(=O)(=O)C2)c1 (configuration not stated)
→ -1, 0, nt, 20, nt, 2, 7
- C[C@@H]1CN([C@H](C)CO)C(=O)c2cc(NS(=O)(=O)c3cn(C)cn3)ccc2O[C@H]1CN(C)Cc1ccc(-c2ccccc2)cc1
→ -7[16.7 µM], -4, 1, -31, 2, -3, 2
- CCN1[C@H](C(=O)NCc2ccccc2)[C@@H](CO)[C@@H]2Cn3c(ccc(-c4ccccc4OC)c3=O)[C@@H]21
→ 2[16.7 µM], -3, 0, -7, 15, 15, 49
- CN(C)CCNC(=O)c1sc2nc(-c3ccccc3)cc(C(F)(F)F)c2c1N
→ -1, -6, -2, 14, 1, -1, 9
- COc1ccc(CN(Cc2cccn2C)S(=O)(=O)c2ccc(F)cc2)cc1
→ 1, nt, 3, nt, -3, 1, -1
- O=C(Nc1ccc(F)cc1)N1CCc2ccccc2C1
→ nt, nt, ?, nt, -2, 0, nt
- COc1ccc(Cl)cc1N(C(C)C(=O)O)S(C)(=O)=O (configuration not stated)
→ -1, nt, 7, nt, -5, -13, nt
- NC(=S)N/N=C/c1ccc([N+](=O)[O-])cc1
→ -3, 8, 6, -37, 6, nt, -1
- CCCC(=O)Oc1ccc(-c2nccc(C(OC)OC)n2)cc1
→ nt, nt, -6, nt, -1, 1, nt
- CSCCC(NC(=O)c1ccccc1Cl)C(=O)NCC1COc2ccccc2O1 (configuration not stated)
→ -2, 1, 2, 10, 1, -2, 2
- COc1ccc(CNC(=O)C2CCNCC2)cc1
→ -11, -3, nt, 5, nt, 9, 0
- CN(C)C(=O)c1cc(C(=O)c2ccccc2Cl)c[nH]1
→ -4, 18, 3, 7, -1, -2, nt
- O=C(c1cc(O)c(O)c([N+](=O)[O-])c1)c1ccccc1F
→ 2, -6, 4, -5, 5, 1, 4
- C[C@@H]1CN([C@H](C)CO)S(=O)(=O)c2ccc(C#CCN(C)C)cc2O[C@@H]1CN(C)Cc1ccc2c(c1)OCO2
→ 28[16.7 µM], -4, 0, -1, -2, nt, -13
- C/C=C/c1cnc2c(c1)C(=O)N([C@@H](C)CO)C[C@H](C)[C@H](CN(C)C(=O)c1cccc(F)c1)O2
→ nt, 0, -2, -4, 2, -1, 0
- Cc1c(C(=O)N(C)C)sc2nc(-c3ccccn3)[nH]c(=O)c12
→ -2, 7, nt, nt, nt, 72*, -4
- O=C(CN1CCC(n2nnc3cc(C(F)(F)F)ccc32)CC1)Nc1ccc2c(c1)OCCO2
→ -8, 21, nt, -6, nt, 1, 10
- NC(=O)c1cccc(CS(=O)(=O)c2ccc(Cl)cc2)c1
→ -1, -4, 5, 5, -3, 0, 1
- CO[C@H]1CN(C)C(=O)c2cc(NC(C)=O)ccc2OC[C@H](C)N(C(=O)c2ccccc2F)C[C@@H]1C
→ -5[16.7 µM], -7, -1, -7, 0, 2, -2
- CCCN(CCC)CCCNC(=S)Nc1ccc2nc(N3CCCC3)cc(C)c2c1
→ 4, 1, 3, -9, -7, 17, 1
- CCc1ccccc1NCc1cc(=O)oc2cc(C)ccc12
→ nt, -1, -2, 9, -1, -1, -2
- COc1cc(C(=O)NCCSc2ccc(Cl)cc2)cc(OC)c1OC
→ -12, -4, -2, -7, -1, -14, -1
- C[C@@H]1CN([C@H](C)CO)C(=O)Cc2cc(N(C)C)ccc2O[C@H]1CN(C)C(=O)NC1CCCCC1
→ 2[16.7 µM], 5, -1, 17, 6, -1, 6
- Cn1c(NCCN2CCCC2)nc2cc(-c3ccsc3)sc2c1=O
→ -4, 14, 5, -10, nt, nt, 0
- O=C(CSc1ccccn1)N1CCN(S(=O)(=O)c2ccc(Cl)cc2)CC1
→ -3, -9, -4, -9, -5, -1, nt
- COc1ccccc1CN(C)C(=O)COC(=O)c1c(C)noc1C
→ nt, -8, -2, -6, 2, -7, 5
- Cc1c(CN2CC[C@@H](N3CCN(c4ccccn4)CC3)[C@H](O)C2)[nH]c2ccc(F)cc12
→ -6, -9, -4, -5, 0, 5, 4
- Cc1cc(F)ccc1-c1cc(C(=O)NCc2cccc(C(F)(F)F)c2)[nH]n1
→ 3, -4, 4, ?, nt, nt, 5
- CC1CCN(C(=O)CCNC(=O)c2ccccc2)CC1
→ -4, 29, 1, 2, 3, -1, -2
- C[C@H](CO)N1C[C@H](C)[C@H](CN(C)C(=O)NC2CCCCC2)Oc2ccc(NC(=O)Nc3cccc4ccccc34)cc2C1=O
→ -2[16.7 µM], 10, 1, -34, nt, nt, 50
- COc1ccccc1CCC(=O)Nc1ccc2c(c1)c(=O)n(C)n2-c1cccs1
→ 1, -11, 1, -129, -3, nt, 4
- CCOC(=O)C1=C2SCC(=O)N2C(N)=C(C#N)C1
→ -3, 5, nt, -8, nt, 10, -4
- O=C(NC(=S)NCc1ccco1)c1cccc(Cl)c1
→ 27, 3, -3, 2, -19, -2, 26
- O=C(c1ccc2nc(N3CCOCC3)sc2c1)N1CCC(Cc2ccccc2)CC1
→ -2, 35, 5, 1, -2, -4, -2

# (continued)
# Values in the order – miR-122 sensor, esBAF inh, ERp5 inh, Statin myotox sup, SIRT5 inh, ARNT-TACC3 inh, Cneo AK release
- C[C@@H]1CN([C@@H](C)CO)C(=O)Cc2cc(NC(=O)NC3CCCCC3)ccc2O[C@H]1CN(C)Cc1ccc(Oc2ccccc2)cc1
→ -28[16.7 µM], 1, 1, -6, 3, 1, 2
- CCC(=O)N1CCCCN2[C@@H](CO)[C@H](c3ccc(-c4ccc(F)cc4)cc3)[C@@H]2C1
→ -2[16.7 µM], -1, 1, 8, -3, 6, 2
- COC(=O)c1ccc(NS(=O)(=O)c2ccc3c(c2)oc(=O)n3C)cc1
→ 9, 0, 2, 2, 2, 0, 1
- COc1cccc(S(=O)(=O)N(C)C[C@@H]2Oc3ncc(C#Cc4ccccc4)cc3C(=O)N([C@H](C)CO)C[C@@H]2C)c1
→ -4[16.7 µM], 2, -7, -10, 6, -10, -4
- CCc1nc(Sc2nc(C)cc(C)n2)c2oc3ccccc3c2n1
→ -1, 3, nt, nt, nt, -13, -2
- Cc1ccc(Cn2nnc3c(=O)[nH]c(C4CCCN(C(=O)Nc5ccc(F)cc5F)C4)nc32)cc1 (configuration not stated)
→ -8, 13, nt, -11, nt, 11, 0
- CCOC(=O)c1c(C)[nH]c(N=Nc2ccc(C)cc2C)c1C
→ 3, 28, nt, -7, nt, 21, -2
- CC(C)NC(=O)Nc1ccc2c(c1)C(=O)N([C@H](C)CO)C[C@@H](C)[C@H](CN(C)Cc1ccc(C(F)(F)F)cc1)OCCCC[C@H](C)O2
→ -1[16.7 µM], -5, -2, nt, 5, -4, -1
- Cc1ccc(S(=O)(=O)N2CCC(C(=O)N[C@H](C(=O)NCc3ccco3)C(C)C)CC2)cc1
→ 14, 0, nt, -8, nt, -5, 4
- COc1nnc(-c2ccc(N3CCOCC3)c(NC(=O)c3ccco3)c2)c2ccccc12
→ -2, 13, nt, -1, nt, 2, 1
- CCC(Oc1ccc(C)c(C)c1)C(=O)N1CCCN(C)CC1 (configuration not stated)
→ -2, nt, 6, nt, -2, 5, 0
- C[C@@H]1CN([C@@H](C)CO)C(=O)c2cc(NC(=O)Nc3ccccc3)ccc2O[C@@H](C)CCCCO[C@@H]1CN(C)C(=O)NC1CCCCC1
→ 18[16.7 µM], -3, 5, nt, 1, -9, 5
- O=C(Nc1cccc(Cl)c1)N[C@H]1CC[C@H](CCNC(=O)C2CCOCC2)O[C@H]1CO
→ nt, -1, -3, -25, -1, -14, -1
- Nc1nonc1-n1nnc(C(=O)N/N=C/c2c(Cl)cccc2Cl)c1CN1CCOCC1
→ -2, 1, -1, 5, -2, 15, 0
- COc1cc2cc(C(=O)N3CCN(Cc4ccc5c(c4)OCO5)CC3)[nH]c2cc1OC
→ -9, -4, 2, -5, -2, 18, -6
- C[C@H](CO)N1C[C@H](C)[C@@H](CN(C)C(=O)c2cccnc2)Oc2ncc(C#CCN(C)C)cc2C1=O
→ -7[16.7 µM], 4, 0, 13, 3, -6, 2
- C/C=C/c1ccc([C@@H]2[C@@H](CO)N3CCCCN(CCC(F)(F)F)C[C@@H]23)cc1
→ -2[16.7 µM], 1, 5, 15, 2, 6, 5
- COc1ccc(CCNC(=O)c2oc3ccccc3c2C)cc1
→ nt, -2, -2, 6, -1, 2, -1
- Cc1ccc(/C(O)=C2\C(=O)C(=O)N(C)C2c2ccc(F)cc2)cc1 (configuration not stated)
→ -2, -1, 5, 29, 13, 0, 0
- CC(C)NC(=O)Nc1ccc2c(c1)CC(=O)N([C@H](C)CO)C[C@H](C)[C@H](CN(C)Cc1ccc(C(F)(F)F)cc1)O2
→ -2[16.7 µM], -4, -1, 5, -6, 0, 4
- O=C(NCc1cccnc1)/C(=C/c1ccc([N+](=O)[O-])cc1)NC(=O)c1ccccc1
→ 1, nt, -5, nt, -1, -4, nt
- COC(=O)COc1ccc(C2NC(=O)NC(C)=C2C(=O)NCc2ccccc2)cc1OC (configuration not stated)
→ -1, 0, -3, -19, -6, -2, 2
- Cc1ccccc1NC(=O)Cc1nnc(SCC(=O)NC2=NCCS2)n1C
→ nt, -5, 6, 7, -4, -5, 7
- CCCCCCCCCOC(=O)C[n+]1csc(CCO)c1C
→ -3, 5, nt, 59, nt, 0, 0
- CCCC#Cc1cnc2c(c1)C(=O)N([C@H](C)CO)C[C@H](C)[C@H](CN(C)C(=O)Cc1ccccc1)O2
→ -3[16.7 µM], 5, 3, 10, 5, 4, 3
